# Screening results from PubChem BioAssay.
# Yfh1-depleted yeast = enhancers of respiration in Yfh1-depleted yeast, dose response, Friedreich's ataxia, plus single-dose screen (AID 1465) | S. cerevisiae Yfh1-off respiration, WST-1 reduction, 72 h; higher fold induction means a stronger effect | fold induction at 50 µM; hits with a dose series show EC50 in µM | 220,000 tested, 0.074% active;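 active = fold induction of absorbance versus untreated yeast above a set limit, then at least 30% activation at any dose in follow-up; inconclusive = repeats straddling the limit, or above it without dose testing; inactive = fold induction below the set limit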;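 note: activators that raise dye reduction in frataxin-depleted yeast; strong numbers were not always called active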
# MT stabilize HCS = microtubule stabilizers in HeLa cells | AID 2205 | % tubulin-high responders, % at 10 µM | 200,000 tested, 0.83% active | HeLa tubulin immunostaining HCS, 24 h; share of cells brighter than vehicle mean+2SD;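 active = plate Z-score above 3 for both tubulin-high and condensed-nucleus cell shares, with cell loss under 80%, at 10 µM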;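 note: anti alpha tubulin signal scored within the nucleus-defined area of each cell; some results filed as inactive read as strong as hits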
# P. falciparum M1AAP = malaria alanyl aminopeptidase activity blockers – biochemical, fluorogenic H-Leu-NHMec substrate, 1536-well (AID 1445). recombinant M1AAP, H-Leu-NHMec fluorogenic kinetic assay; higher % means a stronger effect. one-dose inhibition, % at 30 µM; IC50 in µM for titrated hits. 220,000 tested, 0.42% active;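 active = primary inhibition above the hit cutoff, then over 50% inhibition at one or more dose response concentrations, cut at about 23% in these data, passing the limit was not always enough; inconclusive = conflicting primary data, or primary hits not chosen for dose response; inactive = low primary inhibition, or under 50% at every dose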;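 note: plate controls were DMSO full reaction for no effect and no enzyme background for full effect; strong numbers were not always called active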
# Insulin prom up = MIN6 insulin promoter up-regulation; AID 1625; z-score at 5 µM; 190,000 tested, 0.3% active; MIN6 insulin promoter-GFP reporter, high-content imaging; active compounds read high;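 active = z-score above 3 at 5 µM with at least 500 cells counted in the well; inconclusive = wells under 500 cells, flagged as cytotoxic or low count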
# Autophagy mod = autophagy modulation, high-content screen | calls only at 10 µM (by protocol) | AID 463193 | 190,000 tested, 0.98% active | MEF GFP-LC3 puncta imaging; test concentration mostly 10 µM;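 active = percentage of spot-positive cells more than 3 SD above its plate mean, without a fluorescence outlier flag or 80% toxicity; inconclusive = no clear call, values can overlap the other calls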;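 note: spot-positive cell cutoff set from DMSO-treated cells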
# M17LAP inhibition = P. falciparum M17LAP inhibitors, primary screen, biochemical, fluorogenic H-Leu-NHMec substrate, 1536-well (AID 1619). recombinant M17LAP, H-Leu-NHMec fluorogenic kinetic assay; higher % means a stronger effect. 220,000 tested, 0.38% active. inhibition, % at 30 µM, or IC50 in µM where a hit was titrated;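 active = compound inhibiting the enzyme by more than half at any dose during confirmatory dose-response retesting; inconclusive = strong single-dose inhibitors picked by rank but not retested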;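 note: plate controls were full reaction with DMSO carrier for no effect and no enzyme background for full effect; strong numbers were not always called active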
# Dynein cargo inh = dynein cargo transport inhibition. 220,000 tested, 0.47% active. z-score, hits read low. AID 1381. 3617.4 mouse cells, GR-EGFP nuclear translocation imaging; test concentration mostly 20 µM; stimulated with dexamethasone, 1 µM; active compounds read low;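 active = plate z-score of nuclear minus cytoplasmic receptor signal below a set negative limit, without overly bright fluorescence or cell loss, cut at about -3.5 in these data, passing the limit was not always enough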;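 note: z-score of nuclear minus cytoplasmic ring GR-EGFP intensity difference per well; some compounds called inactive have numbers as strong as hits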
#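 Also added: dexamethasone, 1.0 µM final. Medium: tet-free, stripped-serum medium. Detection: fixed, Hoechst-stained cells imaged at 10x for EGFP. Read-out: nuclear-to-cytoplasmic GR-EGFP distribution per well. Times: induction 48 h, compound 1 h, agonist 30 min.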
# CSM14.1 death rescue = rescue of cells from ER stress-induced death, primary screen, 384-well, CSM14.1, thapsigargin, ATP luminescence (AID 1222); CSM14.1 thapsigargin-induced death rescue, ATP luminescence; higher % means a stronger effect; 190,000 tested, under 10 active; one-dose cellular ATP content (survival), % at 20 µM; EC50 in µM for titrated hits;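 active = EC50 below 50 µM in the dose-response confirmation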;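 note: death triggered by thapsigargin at about 15 µM added after 2 h compound pretreatment; cell ATP read after overnight thapsigargin exposure of roughly 18 to 22 hours; normalized against plate controls of thapsigargin alone and 5% DMSO vehicle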
# Hep lipid drop = modulators of hepatic lipid droplet formation | AML12 mouse hepatocytes, oleate lipid droplets, BODIPY imaging | inhibition, % at 6.5 µM | 240,000 tested, 0.4% active;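 active = lipid droplet intensity inhibited by at least 50%, with more than 500 cells counted; inconclusive = wells with under 300 cells, treated as cytotoxic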
#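 Assay system: AML12 mouse liver cells | Compound dosing: One dose, 6.5 µM compound | Read-out basis: Droplet intensity reduction, % inhibition | Measured by: Fluorescence imaging, 20x objective, two fields per well | Schedule: Overnight treatment with compound plus oleate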
# Dynein cargo inh cytoplasmic EGFP = also measured in Dynein cargo inh; calls as there; z-score; measured here: cytoplasmic GR-EGFP intensity; active compounds read high
# Dynein cargo inh nuclear GR-EGFP = second read-out of Dynein cargo inh, no call of its own (marks repeat the call); z-score; measured here: nuclear GR-EGFP intensity;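 lower value marks the stronger effect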
# Dynein cargo inh cell count = further read-out of Dynein cargo inh, marked with its call; z-score; measured here: cell count per field
# Insulin prom up cell count = also measured in Insulin prom up; calls as there; cell count; measured here: cytotoxicity, nuclei count;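 total cells summed across four imaged fields per well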
# Hep lipid drop cells 6.5 µM = also measured in Hep lipid drop; calls as there; cell count; measured here: cell count, cytotoxicity flag;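 cells counted across two imaged fields per well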
# MT stabilize HCS Hoechst-high % = second read-out of MT stabilize HCS, no call of its own (marks repeat the call); % Hoechst-high responders; measured here: nuclear condensation Hoechst responders;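 share of cells brighter than vehicle mean plus two SD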
# MT stabilize HCS cytotoxicity % = second read-out of MT stabilize HCS, no call of its own (marks repeat the call); toxicity, %; measured here: cytotoxicity by cell density;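 0% = mean cell density of plate MIN control wells and 100% = no cells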
# Autophagy mod cell loss 18 h = also measured in Autophagy mod; calls as there; toxicity, %; measured here: cell loss, nuclei count;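 cell loss after 18 h compound exposure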
# * marks the source's active call; other numbers are inactive results; i = inactive; ? = inconclusive; nt = not tested or not shown. This is a subset (hit frequency here may not be typical).
Molecule	Yfh1-depleted yeast	MT stabilize HCS	MT stabilize HCS Hoechst-high %	MT stabilize HCS cytotoxicity %	P. falciparum M1AAP	Insulin prom up	Insulin prom up cell count	Autophagy mod	Autophagy mod cell loss 18 h	M17LAP inhibition	Dynein cargo inh	Dynein cargo inh cytoplasmic EGFP	Dynein cargo inh nuclear GR-EGFP	Dynein cargo inh cell count	CSM14.1 death rescue	Hep lipid drop	Hep lipid drop cells 6.5 µM
CCOC(=O)C1=C(N)OC2=C(C(=O)CC(C)(C)C2)C12C(=O)Nc1ccccc12 (stereo not drawn)	i	1.4	5.1	4.6	-1%	0.3	1508	i	7	-19%	0.58	-0.095	0.52	0.43	-1.0%	nt	nt
COc1ccc(CCn2c(O)c(/C=N/N3CCCCC3)c(=O)[nH]c2=O)cc1OC	i	3.6	1.3	9.4	-1%	nt	nt	i	12	1%	-0.069	-0.13	-0.23	0.11	-2.6%	-1	467
Cc1ccc(CN2CC3CC(C2)c2cccc(=O)n2C3)cc1 (stereo not drawn)	i	4.6	2.9	14	8%	nt	nt	i	0	8%	1.5	-0.46	0.57	-0.2	-1.7%	0	788
CN1CCN(CC(=O)Nc2ccc([N+](=O)[O-])cc2C(=O)c2ccccc2)CC1	i	5.4	1.6	8.4	-3%	-0.46	1312	i	25	3%	-0.28	-0.13	0.12	-0.4	1.2%	nt	nt
CCCCn1c(O)c(C(C)=NCc2ccc3c(c2)OCO3)c(=O)[nH]c1=O	i	nt	nt	nt	-12%	0.53	1089	nt	nt	9%	2.2	-0.26	0.89	-0.63	nt	-9	728
CC1(C)CC(=O)C(C2(O)C(=O)NC(=O)NC2=O)=C(O)C1	i	3.4	3.2	16	-2%	0.81	1380	i	1	-6%	2.3	-0.1	1.3	-0.42	-1.2%	nt	nt
Cc1ccc2c(c1Cl)NC(C(=O)O)C1CC(Sc3ccccc3[N+](=O)[O-])C(Cl)C21 (stereo not drawn)	i	nt	nt	nt	14%	0.21	987	nt	nt	24%	0.28	-0.67	0.36	-1.1	nt	4	744
COc1ccc(Cc2c(O)[nH]c(=O)[nH]c2=O)c(OC)c1	i	nt	nt	nt	0%	nt	nt	nt	nt	-6%	0.27	-0.28	0.22	-0.15	nt	25	667
CC(=O)Nc1ccccc1C(=O)OCC(=O)c1ccc2c(c1)OCCO2	i	3.2	3.4	4.2	6%	1.4	1501	i	4	6%	-0.37	-0.25	-0.36	0.34	-3.2%	-13	650
Cn1cccc1CNCCc1ccccc1F	i	4.9	2.9	4.5	3%	0.11	1187	i	2	1%	-0.54	-0.21	-0.03	-0.037	-0.1%	nt	nt
CCc1c(C(=O)NN2C(=O)C3C4CCC(O4)C3C2=O)csc1C (stereo not drawn)	i	4.8	1.9	4.3	1%	0.19	1286	i	5	9%	-0.027	-0.3	-0.39	-0.0054	-1.2%	-9	650
C/C(=N\N1CCCCC1)c1c(O)[nH]c(=O)[nH]c1=O	nt	8.1	4.4	2.2	0%	0.63	1513	i	10	-13%	1.4	-0.04	0.54	-1.4	-3.1%	-2	734
O=C1c2ccccc2C(=O)N1Cc1nc2ccccc2c(=O)n1-c1cccnc1	i	3.9	2.5	3.9	3%	-0.25	1327	i	-9	0%	-0.53	-0.18	-0.99	1.5	-1.0%	14	711
CN1CCN(C(=O)COc2ccc3ccccc3c2Br)CC1	i	2.3	1.7	4.5	6%	0.48	1153	i	-46	30%	0.73	-0.3	1	-0.055	-1.8%	nt	nt
CN(C)CCCNCC(=O)Nc1ccc(Cl)cc1C(=O)c1ccccc1	i	2.5	1.5	7.0	7%	1.2	1122	i	-6	23%	-0.2	-0.24	-0.44	1.4	-1.0%	11	690
COc1cccc(-c2nc(CS(=O)CC(=O)N3CCC4(CC3)OCCO4)c(C)o2)c1 (stereo not drawn)	nt	5.7	3.6	5.8	-6%	0.2	1441	i	5	7%	-0.84	-0.21	-0.29	0.71	-1.3%	nt	nt
CCOP(=O)(OCC)C1(C(=O)O)CCCC1	i	nt	nt	nt	4%	0.32	1457	nt	nt	-7%	-0.33	-0.19	-0.16	0.42	nt	0	734
CCC(=NCc1cccnc1)c1c(O)n(C2CCCCC2)c(=O)[nH]c1=O	i	5.2	4.3	8.0	7%	-0.26	1400	i	10	-1%	-0.28	-0.19	0.17	0.052	1.3%	-5	812
NS(=O)(=O)c1ccc(N=Cc2c(O)n(-c3ccccc3)c(=O)[nH]c2=O)cc1	i	2.8	2.1	8.2	0%	0.03	1400	i	-9	24%	0.44	-0.24	-0.32	0.55	-0.4%	26	697
CC(C)CN1CCN(Cc2ccccc2C(F)(F)F)CC1CCO (stereo not drawn)	i	3.1	0.9	8.3	4%	0.15	1372	i	19	16%	-1	-0.045	-0.53	0.5	-2.8%	-8	731
Cn1c(O)c(C=NC2CCCCC2)c(=O)[nH]c1=S	i	3.4	1.8	4.6	8%	0.03	1464	i	11	30%	-0.095	-0.22	0.074	0.19	-0.7%	9	689
C/C(=N\N1CCCCCC1)c1c(O)n(-c2ccc(C)cc2)c(=O)[nH]c1=O	i	2.8	2.0	5.6	1%	-0.42	1304	i	-3	7%	0.22	-0.25	0.23	0.22	-0.3%	-8	680
CSc1ccc(C(=O)C2CCCN(CCCn3cccn3)C2)cc1 (stereo not drawn)	i	3.9	2.3	2.7	0%	0.01	1426	i	22	2%	-0.78	0.34	-0.17	0.092	-0.7%	4	742
Cc1ccc(Cn2nnnc2CN2CCC(n3nnc4cc(C)ccc43)CC2)cc1	i	4.0	2.5	12	4%	-2.1	867	i	-2	31%	0.93	-0.14	0.69	-0.23	0.1%	nt	nt
N=c1c[n+](C2CCCCC2)[n-]o1	i	1.4	1.5	4.5	-1%	nt	nt	i	-8	3%	0.17	-0.17	0.082	0.28	3.6%	0	671
CCCCn1c(O)c(C(CC)=NCc2cccnc2)c(=O)[nH]c1=O	i	1.5	1.8	4.8	2%	nt	nt	i	0	9%	-0.79	-0.25	-0.6	0.54	4.2%	-2	762
CN1C(=O)N(C)C(=O)C2(Cc3c(nc4ccccn4c3=O)N3CCc4ccccc4C32)C1=O (stereo not drawn)	i	2.5	1.6	4.2	7%	0.48	1327	i	26	-5%	1.1	-0.25	1.1	-0.93	1.3%	nt	nt
COc1ccc(NC(=S)NC(NC(=O)CF)C(Cl)(Cl)Cl)cc1[N+](=O)[O-] (stereo not drawn)	i	3.1	2.4	10	13%	-1.1	1212	i	15	-1%	-0.13	-0.24	-0.022	0.92	-0.9%	21	705
O=C(Cc1cc(=O)[nH]c(=O)[nH]1)N1CCN(CCO)CC1	i	5.3	2.0	11	-1%	0.13	1438	i	-1	-4%	-1.1	-0.046	-0.35	0.063	-2.8%	2	731
CCCCCCCn1c(=O)c(C(=O)Nc2cnccn2)c(O)c2ccccc21	i	nt	nt	nt	1%	?	nt	nt	nt	12%	0.34	1.1	0.31	0.74	nt	6	745
CCCC(=O)NC(Oc1ccccc1Cl)C(Cl)(Cl)Cl (stereo not drawn)	i	2.4	0.9	10	3%	-0.11	1442	i	-2	-10%	1.5	-0.22	1.4	-1.1	-2.1%	nt	nt
O=c1[nH]c(=S)n(CCC2=CCCCC2)c(O)c1C=NC1CCN(Cc2ccccc2)CC1	i	1.8	0.9	5.0	9%	0.16	1431	i	2	-5%	-0.79	-0.19	-0.54	0.57	14%	nt	nt
CCC(=O)N1CC(=O)Nc2ccc(Cl)cc2C1c1ccc(F)cc1 (stereo not drawn)	i	2.2	1.9	9.8	2%	0.61	798	i	-4	-10%	-0.82	-0.22	-0.17	1.1	-1.6%	15	750
c1cncc(CNC2=NCCCCC2)c1	i	4.5	2.1	4.5	2%	-0.22	1519	i	-3	10%	0.47	-0.22	0.26	1.3	-0.1%	32	685
CC(C)OC12Oc3ccccc3C=C1N1CCC2CC1 (stereo not drawn)	i	5.8	3.0	10	7%	2	1567	i	-9	11%	-0.32	-0.33	0.15	0.2	0.2%	nt	nt
COC(=O)C(O)(c1ccc(NC(=S)NC(=O)c2ccccc2)cc1)C(F)(F)F (stereo not drawn)	i	2.9	2.1	4.3	21%	-0.02	1416	i	-32	6%	-1.3	-0.17	0.085	2.2	-1.0%	nt	nt
Cc1ccccc1CN1CCNCC1	i	1.6	1.9	4.7	nt	-0.17	1481	i	11	nt	-0.86	-0.34	-0.32	1.4	0.3%	44	709
